DT40 TDP1 CPT: DT40-hTDP1 cell growth loss with CPT; hit rate 12% among 420,000; Potency, µM (doses to about 46.2 µM), for inactives: at the top dose activity change, negative = growth inhibition, hits mostly inhibitors; chicken DT40 Tdp1-/-;hTDP1 cells + 20 nM CPT, ATP luminescence, 48 h; AID 686979; also: nearly all actives have a fitted effect of over 55% in size
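Chicken DT40 Tdp1-/- cells stably complemented with human TDP1 were seeded at 400 cells/well in medium containing 20 nM camptothecin, exposed to pin-transferred compounds, and grown at 37 °C for at least 48 hr. Viability was read as ATP luminescence.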
N370S GC mod: N370S glucocerebrosidase modulation, Gaucher chaperone candidate; P04062; Potency, µM (doses to about 59.4 µM), inactives show at the highest dose activity change, negative = inhibition, usual class: inhibitors; hit rate 0.092% among 330,000; N370S GC spleen homogenate, 4MU-glucoside fluorescence;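 also: 0% = full enzyme activity and -100% = no enzyme basal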
FEN1 inh: blocks human flap endonuclease 1. hit rate 0.35% among 390,000. P39748. Recombinant FEN1 flap cleavage, fluorescence, 15 min. Potency, µM (series often up to 114 µM), inactives show at the top dose activity change, negative = inhibition, hits mostly inhibitors; also: nearly all actives have a fitted effect of over 65% in size
Target sequence (P39748 whole entry, looked up): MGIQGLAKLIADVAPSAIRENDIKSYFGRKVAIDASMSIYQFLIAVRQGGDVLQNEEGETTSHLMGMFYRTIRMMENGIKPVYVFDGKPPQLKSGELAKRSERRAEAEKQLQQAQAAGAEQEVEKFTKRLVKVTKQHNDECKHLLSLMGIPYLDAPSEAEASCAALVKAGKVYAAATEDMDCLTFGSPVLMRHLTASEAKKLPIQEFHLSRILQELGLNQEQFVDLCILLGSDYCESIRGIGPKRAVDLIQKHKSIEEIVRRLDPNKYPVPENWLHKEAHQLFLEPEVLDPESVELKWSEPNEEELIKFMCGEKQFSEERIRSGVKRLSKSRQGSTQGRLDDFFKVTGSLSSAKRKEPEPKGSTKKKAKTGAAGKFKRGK
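Reaction started by adding substrate (50 nM final) to 10 nM enzyme after 15 min room-temperature compound preincubation. Reads at 0 and 15 min, with data normalized and fitted to a four-parameter Hill equation.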
Active calls of the source: *; u = inconclusive; x = no result given; & = joins results of further samples. Calls follow the shape of the dose curve; as a rule, active = well fitted curve in the direction sought with a large enough effect; inconclusive = small, poorly fitted or top-dose-only effect, or another doubt; inactive = no such curve, though single readings can be large; an effect the other way counts as inactive or inconclusive. Unless noted, % is scaled to controls: 0 for no effect and ±100 for the full control effect; potency is read from the fitted curve at half-maximal effect. Some of the compounds tested, so the mix of outcomes need not match the whole.

SMILES | DT40 TDP1 CPT | N370S GC mod | FEN1 inh
CC1(C)CN(c2ccc(CC#N)cc2)C1=O | -7% | 2% | -2%
Cc1ccc(CN(CC2CCCO2)C(=O)CN2C(=O)C(C(C)C)Oc3ccccc32)o1 (configuration not stated) | 26µM* | 18% | 16%
COC(=O)c1c(NC(=O)c2ccco2)sc2c1C(C(=O)OC)CC2 (configuration not stated) | -27% | -3% | 1%
Cc1ccc(O)c(NC(=O)c2nc3nc(C)cc(C(F)F)n3n2)c1 | -7% | x | -2%
CCOC(=O)c1cc(-c2ccccc2)n(CCC(=O)NCc2ccccc2Cl)c1C | u | x | 12%
CNC(=O)C1Cc2ccccc2CN1S(=O)(=O)c1cccs1 (configuration not stated) | 2% | -2% | -4%
COc1ccc(S(=O)(=O)N2CCC(C(=O)NC3CCCCC3C)CC2)cc1 (configuration not stated) | -5% | -10% | -3%
COc1ccccc1OCc1ccc(C(=O)N(C)C)o1 | -9% | 11% | 8%
CC1(C)CC(=O)C(N=Nc2cccc(S(=O)(=O)N3CCOCC3)c2)=C(O)C1 | 3% | -21% | 3%
Cc1ccc(S(=O)(=O)NCc2ccccc2)cc1C(=O)N1CCCCCCC1 | -19% | -4% | 1%
c1ccc(CCCCc2ccccn2)cc1 | -15% | x | -10%
O=C(CN(CC1CCCO1)C(=O)CNS(=O)(=O)c1ccccc1)NCc1ccc(F)cc1 (configuration not stated) | -18% | -9% | 15%
CCOc1cc(Br)cc(/C=C2\SC(=Nc3ccccc3)NC2=O)c1O | u | -3% | -30%
CSCC[C@H](N)C(=O)N1CCC(C(=O)N[C@@H](C)C(=O)NCc2ccc(F)cc2)CC1 | 7% | -5% | 16%
COc1cc(OC)c2c(-c3ccccc3)cc(=O)oc2c1C(CC(=O)N1CCN(c2ccccc2)CC1)c1ccc(N(C)C)cc1 (configuration not stated) | u | -2%&13% | 1%&5%
Cc1ccc(NC(=O)CN(C)C(=O)c2cccc(Br)c2)cc1 | u | -1% | 4%
COc1cccc(-c2cccc(NC(=O)C3CCN(Cc4ccc(CO)o4)CC3)c2)c1 | -13% | -18% | -9%
Cc1cc(=O)oc2cc(OC(C)C(=O)NCc3ccccn3)ccc12 (configuration not stated) | -13% | 1% | -3%
Cc1ccc(-n2c(SCC(=O)NCCN3C(=O)CSC3=O)nnc2-c2ccccc2F)cc1 | -5% | 1% | 0%
COC(=O)c1cc2oc3ccccc3c2n1CC(=O)N1CCCc2ccccc21 | u | 5% | -2%
CC(C)c1nc2c([nH]1)c(=O)n(C)c(=O)n2C | -1% | -7% | -12%
C1=CCC(CN2CCNCC2)CC1 (configuration not stated) | 28% | 5% | 0%
Cc1cc(OCCn2cc(C(=O)c3cccs3)c3ccccc32)ccc1Cl | 16µM* | x | 5%
O=C(Cc1cccs1)N/N=C/c1ccco1 | 0% | 3% | 3%
O=C(NCCCO)C(=O)c1c(-c2ccccc2)cc2ccccn12 | 0% | -6% | 1%

Whole records, quoted from the list. Values in the order: DT40 TDP1 CPT, N370S GC mod, FEN1 inh
`Cc1cc(=O)oc2cc(OC(C)C(=O)NCc3ccccn3)ccc12` (configuration not stated) is listed as -13%, 1%, -3%
`CNC(=O)C1Cc2ccccc2CN1S(=O)(=O)c1cccs1` (configuration not stated) is listed as 2%, -2%, -4%
`CC1(C)CC(=O)C(N=Nc2cccc(S(=O)(=O)N3CCOCC3)c2)=C(O)C1` is listed as 3%, -21%, 3%

Next section
SMILES | DT40 TDP1 CPT | N370S GC mod | FEN1 inh
O=C(CN1CCN(S(=O)(=O)c2ccc(F)cc2)CC1)Nc1ccc(F)cc1F | -10% | 1% | -10%
CCOC(=O)C1CCN(c2ccc(C(=O)O)cc2[N+](=O)[O-])CC1 | 7% | -12% | 0%
O=C(CSc1n[nH]c(=O)[nH]c1=O)Nc1ccc(Br)cc1Br | -12% | x | 0%
O=c1cc(CN2CCN(c3cccc(Cl)c3)CC2)c2cc3c(cc2o1)CCCC3 | -28% | -5% | -5%
CC(NC(=O)c1cc(F)c(F)c(F)c1F)c1ccc(-n2ccnc2)cc1 (configuration not stated) | 23µM* | -3% | 0%
COc1ccc2cc(C(C)=O)c(=O)oc2c1 | -5% | 8% | -5%
O=C(COC(=O)C1CCN(c2ccc(C(F)(F)F)cn2)CC1)Nc1cccc(F)c1 | u | 29% | 5%
Cc1ccccc1NC(=O)c1c(C)oc2ccc(O)c(CN3CCC(C)CC3)c12 | 16µM* | x | -3%
O=C(Nc1ccc2oc(-c3ccccc3Cl)nc2c1)c1cncc(Br)c1 | 7.3µM* | 19% | 3%
Cc1nn(-c2ccccc2)nc1C(=O)NNC(=O)c1ccc(C(F)(F)F)cc1 | -9% | 8% | -3%
CCN1CCN(C(=O)C2=C(C(=O)O)CCCC2)CC1 | 2% | -8% | 5%
C=CCOC(=O)C1=C(C)N=C2SCCC(=O)N2C1/C=C/c1ccccc1OC (configuration not stated) | -7% | 19% | -19%
CCOc1ccc(NC(=O)CN(C)C(=O)c2c(-c3c(F)cccc3Cl)noc2C)cc1OCC | u | -23% | -4%
CCOC(=O)c1c(NC(=O)c2ccccc2Br)sc2c1CCc1ccccc1-2 | u | 5% | -15%
CCOc1ccc(C2C(C(=O)c3cccs3)=C(O)C(=O)N2CCCn2ccnc2)cc1 (configuration not stated) | -19% | 1% | 2%
Cc1ccc(Nc2nc(C)cc(C)n2)c(Br)c1 | 0% | 9% | -1%
Cc1ccc(CNC(=O)CCS(=O)(=O)c2ccc(Br)s2)o1 | u | -2% | 0%
COc1ccccc1CNc1nc(-c2c(C)noc2C)nc2ccccc12 | u | 8% | x
COC(=O)c1ccc(NC(=O)CS(=O)(=O)c2ccccc2)cc1 | -2% | 2% | 1%
Cc1ccc(-c2noc(-c3cccnc3NCc3ccc(Cl)cc3)n2)cc1 | -9% | x | -3%
Cc1ccc(-n2c3c(cc(C(=O)NCc4ccco4)c2=O)C(=O)CCC3)cc1 | 2% | 16% | 1%
CCc1nc2nc(C)cc(Nc3ccc(OC)cc3OC)n2n1 | -11% | x | -15%
CC1CCN(C(=O)c2[nH]cnc2C(=O)N[C@@H](C)c2ccccc2)CC1 | -1% | x | 15%
CCOc1c(Br)cc(CNC2CCCCCCC2)cc1OC | 21µM* | 6% | -12%
Cc1cccc(CNC(=O)c2ccc3c(c2)c(C)c(C)n3Cc2ccccc2)c1 | 21µM* | x | -3%

Structures from the list above with an NH in an aromatic ring (three):
SMILES | DT40 TDP1 CPT | N370S GC mod | FEN1 inh
CC(C)c1nc2c([nH]1)c(=O)n(C)c(=O)n2C | -1% | -7% | -12%
O=C(CSc1n[nH]c(=O)[nH]c1=O)Nc1ccc(Br)cc1Br | -12% | x | 0%
CC1CCN(C(=O)c2[nH]cnc2C(=O)N[C@@H](C)c2ccccc2)CC1 | -1% | x | 15%

Given with each value named: entries from further up.
Cc1ccc(-n2c3c(cc(C(=O)NCc4ccco4)c2=O)C(=O)CCC3)cc1
  DT40 TDP1 CPT: 2% | N370S GC mod: 16% | FEN1 inh: 1%

CCOC(=O)C1CCN(c2ccc(C(=O)O)cc2[N+](=O)[O-])CC1
  DT40 TDP1 CPT: 7% | N370S GC mod: -12% | FEN1 inh: 0%

Cc1cccc(CNC(=O)c2ccc3c(c2)c(C)c(C)n3Cc2ccccc2)c1
  DT40 TDP1 CPT: 21µM* | N370S GC mod: x | FEN1 inh: -3%

O=C(CSc1n[nH]c(=O)[nH]c1=O)Nc1ccc(Br)cc1Br
  DT40 TDP1 CPT: -12% | N370S GC mod: x | FEN1 inh: 0%

Next section:
SMILES | DT40 TDP1 CPT | N370S GC mod | FEN1 inh
O=C(CN1C(=O)CSc2ccc(S(=O)(=O)N3CCCC3)cc21)Nc1cccc(Cl)c1 | u | x | -21%
CC(=O)c1ccc(N2CCN(C(=O)c3nn(Cc4ccccc4)c(=O)c4ccccc34)CC2)cc1 | u | 16% | -8%
O=C(O)c1cc2n(n1)CCN(Cc1ccccc1Cl)C2=O | 3% | -3% | 1%
COc1cccc(CNC(=O)C(Cc2ccccc2)NS(=O)(=O)c2ccc3c(c2)oc(=O)n3C)c1 (configuration not stated) | u | x | 14%
COc1cc(NC(=O)c2cc3c(Cl)nc4ccccc4c3s2)cc(OC)c1OC | 10µM* | -4% | u
CCOC(=O)N1CCN(S(=O)(=O)c2cc(Cl)c(OC)cc2Cl)CC1 | -25% | -19% | -4%
Cc1cccc(C(=O)C2CCOC(C)(C)C2)c1 (configuration not stated) | 24% | -3% | -4%
O=C(Nc1nnc(C2CCCCC2)s1)c1ccc(Br)s1 | -28% | 8% | -18%
CCCCCCCCCCCC(=O)NC(C(=O)OCC)C(O)c1cccc([N+](=O)[O-])c1 (configuration not stated) | 16µM* | -11% | u
O=C(NCCOc1ccccc1Cl)C(=O)NCCOc1ccccc1Cl | 5% | 1% | 25%
COc1cc(N2C(=O)NC3CC2(C)Oc2ccccc23)cc(OC)c1OC (configuration not stated) | 16% | 5% | 1%
CCc1ccc(CNC(=O)C2CCN(S(=O)(=O)N3CC(C)CC(C)C3)CC2)cc1 (configuration not stated) | -12% | -5% | -7%
CC(=O)Nc1ncc(Sc2ccc([N+](=O)[O-])cc2)s1 | 10% | x | 4%
O=C(OCc1cc(=O)n2ccsc2n1)C1(c2ccc(Cl)cc2)CC1 | u | x | 16%
O=c1ccn([C@@H]2O[C@H](CNCC3=Cc4cc(O)ccc4OC3)[C@@H](O)[C@H]2O)c(=O)[nH]1 | -14% | x | -20%
O=C(NCCCCc1ccccc1)c1cccc(NC(=O)C2CC2)c1 | u | x | u
CCOc1ccc(NC(=O)Nc2ccc3c(c2)CCC3)cc1 | -7% | -1% | -1%
C=CCN(c1ccccc1)S(=O)(=O)c1cccc(C(=O)Oc2ccc3c(C)cc(=O)oc3c2)c1 | 13% | u | -2%
CN(Cc1ccccc1)C(=O)c1ccc(NC(=O)Cc2ccc(NC(=O)C3CCN(C(=O)C4CCCC4)CC3)cc2)cc1 | u | x | -10%
Cc1cc(NC(=O)CSc2nnc(-c3ccco3)o2)no1 | 0% | 7% | -4%
O=C1c2ccccc2C(=O)N1CC(O)COc1ccc(Br)cc1 (configuration not stated) | -12% | -1% | -9%
CC(C)(C)NCc1cc(Br)ccc1OCc1cccs1 | u | -10% | -9%
COc1ccc(OC)c(S(=O)(=O)n2c([N+](=O)[O-])cnc2C)c1 | 10% | -9% | 1%
COc1ccc(C2=CC(c3ccc(F)cc3)n3nnnc3N2)cc1 (configuration not stated) | u | -4% | 4%
CCOc1ccc(CCNC(=O)Cn2c(-c3cccs3)cc3ccccc32)cc1OCC | u | x | -5%

Going on with the list:
SMILES | DT40 TDP1 CPT | N370S GC mod | FEN1 inh
COc1cc(CN(CC(C)C)S(=O)(=O)c2ccccc2Br)cc(OC)c1 | u | x | 6%
O=c1[nH]c2ccc(NS(=O)(=O)c3ccc(Cl)cc3)cc2[nH]1 | -12% | -8% | -7%
Cc1ccc(C(=O)NCCc2ccncc2)cc1 | 8% | 8% | 2%
Cc1ccc2[nH]cc(C(=O)CN3CCOCC3)c2c1 | u | -2% | -3%
Cc1cccc(C(=O)N2CCc3cc(CNC(=O)CCc4ccccc4)ccc32)c1 | 15µM* | x | -16%
Cn1nc(C(F)(F)F)c(C#N)c1N1CCN(c2cccc(C(F)(F)F)c2)CC1 | u | 2% | 0%
CCN1C[C@@H]2[C@@H]3C(=O)N(C)C(=O)[C@@H]3[C@](C)(C(=O)OC)N2C1=NC | 8% | x | 2%
N#Cc1c(N)nc2c(c1-c1ccco1)CCCCC2 | -12% | x | -5%
Cc1ccc(/C(N)=N/OC(=O)N2c3ccccc3Sc3ccccc32)cc1 | u | x | -7%
COc1cc2nc(SCc3ccc(F)cc3)n3nc(CCn4c(C)nc5ccccc54)nc3c2cc1OC | u | x | 13%
O=C(CO/N=C/c1cccc([N+](=O)[O-])c1)Nc1ccc2ccccc2c1 | 0% | 7% | 2%
Cc1cccc(NC(=S)NC(=O)Cc2ccccc2)c1C | u | -5% | -4%
CCSc1ccccc1C(=O)Nc1ccc(S(=O)(=O)NC(C)=O)cc1 | 19% | -3% | 3%
O=[N+]([O-])c1cccc(S(=O)(=O)Nc2nc3ccccc3nc2Nc2cccc(S(=O)(=O)N3CCCCC3)c2)c1 | u | -5% | u
O=S(=O)(NCc1ccccc1)c1ccc(S(=O)(=O)N2CCCC2)cc1 | -22% | 0% | -5%
CCNc1ncc2ncc(=O)n(C[C@H]3CCCO3)c2n1 | 12µM* | u | x
OC(CN1CCNCC1)Cn1c2ccccc2c2ccccc21 (configuration not stated) | -29% | -19% | -23%
C[C@@H]1CC=C[C@H]2[C@H]1C(=O)N(Cc1ccccc1)[C@H]2c1ccc(/C=C/c2ccccc2)cc1F | u | 6% | -14%
CCOC(=O)CCCC(=O)N1CCOCCOCCN(C(=O)CCCC(=O)OCC)CCOCCOCC1 | 1% | -1% | -9%
COc1cc(C(=O)OCC(C)=O)cc(NC(=O)c2ccco2)c1OC | -5% | -13% | -16%
CCCC(=O)NCCCc1nc2ccccc2n1C | -15% | 12% | 19%
CCOC(=O)N1CCN(CC(=O)c2ccc3c(c2)CCN3C(C)=O)CC1 | 1% | -3% | -9%

High-throughput results from PubChem BioAssay.
